Bioassay records: PubChem, several laboratories
aSyn 5UTR inh – MLPCN primary screen, SNCA 5' untranslated region; inhibition, % (tested at 7.5 µM); alpha-synuclein 5'UTR reporter, inhibitor activity; AID 1813, 2009; 300,000 tested, 0.82% active; in the data active means inhibition above about 60%; inconclusive means no clear call, values can overlap the other calls;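 further: H4 neuroglioblastoma cells stably carrying SNCA 5'UTR luciferase fusion; 0% = DMSO wells and 100% = positive control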
HSF1 inhib – HSF1 inhibitors in luciferase reporter cells, primary screen, cell-based, NIH3T3, luminescence; NIH3T3-HGL HSE-luciferase, MG132-induced, luminescence 8 h; active compounds read low; activity change, negative = inhibition, % at 7.5 µM (by protocol); 300,000 tested, 0.77% active;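 active means more than half of replicate wells show activity change below -50%, luminescence cut by over half; inconclusive means some wells, but at most half, below -50%; inactive means no replicate well below -50%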;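 further: luciferase reports HSF-1 transcriptional activity via heat shock element; 0% = median of DMSO wells and -100% = zero luminescence signal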
IEC-6 cytotox – cytotoxicity in IEC-6 intestinal epithelial cells, primary screen, cytotoxicity control for KLF5 inhibitor project, cell-based, luminescence | 290,000 tested, 0.78% active | inhibition, % at 5 µM | AID 1825, 2009 | IEC-6 cytotoxicity, luminescence viability; in the data active means inhibition above about 22%;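 further: 0% = plate median of test compound wells and 100% = cytotoxic reference compound wells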
AI-2 QS mod – Vibrio harveyi AI-2 quorum sensing modulators, primary screen, JMH597 strain, luminescence/OD600 ratio | Vibrio harveyi JMH597 AI-2 luminescence/OD600 ratio, 9 h; active compounds read low; strain lacks LuxN and CqsS sensors; 0 = neutral-control median | activity change, % at 7.5 µM | 300,000 tested, 0.4% active | AID 2094, 2009; in the data active means activity change below about -75%, passing the limit was not always enough; inconclusive means no clear call, values can overlap the other calls;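 further: luminescence divided by OD600 gain over 9 h not by final OD600 alone; inactives centre near 13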
Platelet DG rel – inhibitors of platelet dense granule secretion, primary screen, cell-based, MLPCN, human platelets; human platelet-rich plasma, SFLLRN dense granule ATP release, luminescence; inhibition, %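 (compounds screened at 7.5 µM in platelet-rich plasma)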; 300,000 tested, 0.22% active; AID 1663, 2009;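 active means mean replicate score, as percent of positive control, at or above 50; inconclusive means mean below 50 but at least one replicate at or above 50; inactive means mean and every replicate below 50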
HSP90 inh – HSP90 inhibitors, primary screen, cell lysate, luminescence | inhibition, % at 5.6 µM | AID 1789, 2009 | Heat shock protein HSP 90 (rabbit reticulocyte lysate; luciferase refolding) | Rabbit reticulocyte lysate, luciferase refolding luminescence, 3 h | 290,000 tested, 0.91% active;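 active means inhibition above the screen-wide mean plus 3 SD, computed separately per campaign, cut at about 16% in these data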;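 further: 0% = DMSO wells and 100% = 60 µM geldanamycin wells; inhibitors lower the luminescence because luciferase stays unfolded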
KLF5 inhibitor – KLF5 expression inhibitors, primary screen, DLD-1 cells, luminescence. DLD-1 KLF5 promoter-luciferase reporter. inhibition, % at 5 µM. 290,000 tested, 0.23% active;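 active means inhibition above a per-plate limit of that plate's mean compound inhibition plus 3 SD, cut at about 60% in these data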;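 further: 0% = DMSO wells and 100% = LY294002 at 200 µM; higher means less KLF5 promoter-driven luciferase light; inactives centre near -14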
HIF act – HIF pathway transcriptional activators, primary screen, cell-based, U2OS HRE-luciferase, luminescence; activation, % at 7.5 µM (by protocol); 300,000 tested, 0.32% active; AID 1910, 2009; U2OS HRE-luciferase reporter; normalized: DMSO 0%, desferrioxamine 100%;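 active means mean activation of at least 10% of the iron chelator positive control signal, with at least half of replicates also reaching 10%; inconclusive means mean and replicate majority disagree about reaching 10%; inactive means mean and most replicates under 10%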
HDAC3 inh – HDAC3 deacetylase inhibitors, primary screen, biochemical, fluorescence, cell-free homogeneous; Histone deacetylase 3 (Homo sapiens), O15379; recombinant HDAC3, fluorogenic peptide/trypsin coupled; inhibition, % at 8.3 µM; 320,000 tested, 0.15% active; in the data active means inhibition above about 26%, passing the limit was not always enough; inconclusive means no clear call, values can overlap the other calls
Target sequence (O15379 whole entry, looked up): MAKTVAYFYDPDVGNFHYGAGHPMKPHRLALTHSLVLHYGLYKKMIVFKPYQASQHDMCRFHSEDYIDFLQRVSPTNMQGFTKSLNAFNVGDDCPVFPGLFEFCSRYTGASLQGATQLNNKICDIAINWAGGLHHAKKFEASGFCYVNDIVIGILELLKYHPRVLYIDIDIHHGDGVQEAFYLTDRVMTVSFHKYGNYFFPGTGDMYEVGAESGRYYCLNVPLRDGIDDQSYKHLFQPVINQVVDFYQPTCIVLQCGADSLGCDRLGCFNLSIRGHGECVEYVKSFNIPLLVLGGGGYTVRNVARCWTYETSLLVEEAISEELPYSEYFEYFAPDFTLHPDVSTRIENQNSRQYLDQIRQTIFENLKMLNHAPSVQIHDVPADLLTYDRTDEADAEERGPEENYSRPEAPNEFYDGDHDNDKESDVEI
HSF-1 act – HSF-1 activators, primary screen, NIH3T3-HGL cells, MG132 stress, luminescence, single point; AID 504408, 2011; NIH3T3-HGL HSF-1 luciferase reporter, 8 h; 100% = twice DMSO control signal; activation, % at 9 µM; 300,000 tested, 1.7% active;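 active means mean replicate activation of at least 50% with a set share of replicates each reaching 50%; inconclusive means only one of those two conditions met; inactive means mean below 50% and too few replicates reaching it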;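 further: 0% = median of the neutral control wells and 100% = twice that signal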
* marks the source's active call; other numbers are inactive results; ? = inconclusive; · = not tested or not shown.

SMILES	aSyn 5UTR inh	HSF1 inhib	IEC-6 cytotox	AI-2 QS mod	Platelet DG rel	HSP90 inh	KLF5 inhibitor	HIF act	HDAC3 inh	HSF-1 act
CC(=O)c1c(C)[nH]c(C(=O)NC2CCCCC2)c1C	-17	-9	3	11	3	0	-45	-4.0	5	3
CC(C)C[C@@]12C(=O)N(c3cccc(Cl)c3)C(=O)N1[C@H](c1ccc(F)cc1)[C@@H]1C(=O)N(C3CCCCC3)C(=O)[C@@H]12	7	11	·	10	1	·	·	0.6	0	-6
O=C(NCCO)c1ccc2[nH]c3ccccc3c2c1	1	-3	8	22	8	0	-46	0.7	-10	-20
COc1ccc(-n2nc(C(C)=O)c(=O)[nH]c2=O)cc1	23	-1	3	19	2	0	-4	-0.2	-13	-2
CSc1cccc(NC(=O)Nc2nc3c(C)cccc3s2)c1	-48	14	9	17	-8	4	-30	-29	-2	36
CCOC(=O)C1CCN(c2nc(-c3ccccc3)nc3c2oc2ccccc23)CC1	1	·	9	8	-6	0	6	-0.4	0	·
CC12CCC(=O)N1C(C(=O)Nc1cc(S(=O)(=O)N3CCCCCC3)ccc1OCC(F)(F)F)CS2 (stereo not drawn)	-9	4	-2	-15	-6	2	-25	-5.8	2	7
Cc1c(Cl)cccc1Nc1nc(N)nc(CSCCO)n1	-8	4	2	31	9	2	-19	0.2	·	14
O=[N+]([O-])c1ccccc1NCc1c(O)ccc2ccccc12	38	-1	3	15	-5	2	-30	-1.1	6	4
C=CCSc1n[nH]c(-c2ccccc2)n1	-100	10	-1	6	-6	-1	-48	1.8	-3	0
CN1Cc2c(N3CCOCC3)nc(SCCC#N)c(C#N)c2CC1(C)C	17	3	-12	1	15	-3	-26	-0.4	1	0
Cc1ccc(C=Nc2ccccc2C#N)s1	-16	17	0	29	11	9	-1	0.7	-4	13
CCCCc1nc(NCCN)c(C#N)c2c1CSC(C)(C)C2	43	-1	-3	3	-7	8	27	-0.5	-9	5
COc1cc(CNCCc2ccc(S(N)(=O)=O)cc2)ccc1OCC(=O)NC(C)(C)C	-12	-7	5	8	16	2	-20	-0.3	-1	5
CC(C)(NO)/C(=N\O)c1ccccc1	-5	-7	-5	10	-17	-3	-5	0.1	0	-1
Cn1c(SCC(=O)c2ccc(F)cc2)nnc1-c1ccccc1N	-55	5	3	-56	1	4	-52	1.8	?	9
CCOc1ccc(CC(=O)OCN2C(=O)c3ccccc3C2=O)cc1	0	8	-7	19	-4	2	5	-24	2	16
COc1ccc(N2C3=C(C(=O)CC(C)(C)C3)C(c3cnn(C)c3)C3=C2CC(C)(C)CC3=O)cc1	7	5	6	21	6	1	9	1.5	-19	2
COc1ccc(N(CC(=O)NN=C2CCCCCCC2)S(=O)(=O)c2ccccc2)cc1Cl	-11	0	5	6	20	0	0	-0.1	2	3
COc1ccc(C2=CC3=C(Br)C(=O)C(C)(OC(=O)c4ccc(Cl)nc4)C(=O)C3=CO2)cc1 (stereo not drawn)	12	-3	·	-1	-3	·	·	0.1	5	-9
Cc1nnc(Oc2ccc([N+](=O)[O-])cc2)c2ccccc12	-16	5	-9	-2	-1	-5	-102	1.4	-1	0
CCOC(=O)C1CCCN(C(=O)c2cc(S(=O)(=O)N3CCCCC3)ccc2C)C1 (stereo not drawn)	-8	7	-8	8	1	2	6	0.0	3	9
CC(C)(C)NC(=O)C(c1cccs1)N(C(=O)c1csnn1)c1ccccc1F (stereo not drawn)	-8	-10	-4	12	0	-6	-34	-0.8	-7	10
COc1cc2nc(C3CC3)n(NC(=O)c3ccc(Cl)cc3)c(=O)c2cc1OC	-20	-8	-7	-1	49	4	-9	-0.3	-5	18
Cc1c(NC(NC(=O)CC(C)C)C(Cl)(Cl)Cl)c(=O)n(-c2ccccc2)n1C (stereo not drawn)	2	-8	-4	39	1	-1	-20	-0.4	7	-8
COc1ccc(S(=O)(=O)N2CCOCC2)cc1NC(=O)CN1CCCC1	7	-13	-5	-1	-12	5	-25	0.0	1	-17
C[C@H](NC(=O)c1ccccc1Cl)C(=O)OCc1cn2cc(Cl)ccc2n1	2	-2	·	·	-10	·	·	0.0	-2	0
COc1ccc(S(=O)(=O)N(C)CC(=O)NCC2CCCO2)cc1OC (stereo not drawn)	20	-7	-3	19	-4	0	0	0.9	-2	-17
COc1ccc(N2CCN(C(=O)c3ccccc3NC(=O)C3=C(C)OCCS3)CC2)cc1	-15	1	-1	28	0	-3	-5	-0.2	4	8
O=C(Cc1ccsc1)N1CCc2c([nH]c3ccccc23)C1c1ccccn1 (stereo not drawn)	2	3	5	21	3	2	-9	-0.2	7	14
CCCC(=O)Nc1ccc(C(=O)NNC(=S)NC(=O)c2ccc(Br)o2)cc1	12	8	-2	35	0	0	-13	-0.5	4	11
COC(=O)CCc1nc2cc(Cl)ccc2n(Cc2ccccc2)c1=O	24	-8	-2	15	1	-1	2	-0.2	0	-5
Cc1ccn2c(=O)nc(SCC(=O)NCc3ccco3)nc2c1	-2	-5	·	20	21	·	·	-0.2	·	8
Cc1nc2cc(OCc3cc(C(=O)NC(C)c4cn(C)nc4C)no3)ccc2s1 (stereo not drawn)	-18	-7	6	26	-9	-1	-25	0.4	-4	-13
COc1ccc(CNC(=O)N2CCN(c3ccc(F)cc3)CC2)cc1	-8	-2	0	-19	4	6	-49	0.1	-12	-11
C/C(CC(=O)Nc1ccc([N+](=O)[O-])cc1)=N\NC(=O)c1ccccc1[N+](=O)[O-]	1	4	1	6	12	2	-16	-9.0	1	4
COc1ccc(NC(=O)c2cccnc2Cl)c(S(=O)(=O)N2CCOCC2)c1	15	4	0	13	-9	3	-12	-0.5	-2	-3
Cc1ccc(-c2nnn(CC(=O)N(c3ccccc3)C(C(=O)NC3CCCC3)c3ccco3)n2)o1 (stereo not drawn)	9	0	-1	2	-3	0	-14	-0.2	2	31
O=C(CSc1ccc(-c2cccnc2)nn1)Nc1ccc(Br)cc1	-5	-3	1	13	3	1	-45	0.2	-1	20
S=c1[nH]c2ccc(Cc3ccc4[nH]c(=S)[nH]c4c3)cc2[nH]1	9	-3	1	·	5	3	-23	0.5	-2	-3
COc1cc(-c2noc(C)c2/C=C/c2ccc(OC(C)=O)cc2)cc(OC)c1OC	95*	-19	91*	7	11	-1	71*	1.4	-4	-29
CS(=O)(=O)N1CCCC(C(=O)NCc2ccccn2)C1 (stereo not drawn)	6	-1	-8	27	-1	1	-11	0.0	-1	7
COc1ccc(CNc2ccc(S(N)(=O)=O)cc2)c(OC)c1OC	-7	-2	-2	28	12	-2	-16	0.1	6	-4
CCCn1c(NC(=O)C23CC4CC(CC(O)(C4)C2)C3)nc2ccccc21	24	-7	-5	0	2	1	-29	-0.2	4	0
O=C(NCc1ccco1)C1CC(c2ccccc2C(F)(F)F)=NO1 (stereo not drawn)	14	-1	·	-13	6	·	·	0.0	-1	-8
O=C(Nc1ccc(Cl)cc1)c1ccsn1	-143	16	8	4	10	9	-128	3.1	-3	16
O=C(Nc1ccccc1)N(C1=NCCCCS1)c1ccccc1	2	3	-1	6	-5	-3	-10	0.3	2	-5
CC(=O)N1c2ccccc2C(C)(c2ccccc2)CC1(C)C (stereo not drawn)	-10	-3	6	22	-5	2	-4	-32	3	-27
CCn1c(N)c(C(=O)NCC2CCCO2)sc1=S (stereo not drawn)	-10	1	-1	27	4	-3	-9	0.0	4	-1
COc1cccc(C(NC(C)=O)c2ccc3cccnc3c2O)c1 (stereo not drawn)	72*	-10	99*	·	1	15	91*	38*	0	-3
Cc1ccc(CNC(=O)CC2Sc3ccccc3NC2=O)cc1 (stereo not drawn)	5	1	2	3	-9	-1	-20	-0.1	-6	33
COc1ccccc1/C=N/n1c(N)c(S(=O)(=O)c2cccs2)c2nc3ccccc3nc21	-48	13	-7	15	15	1	-21	0.8	0	12
CC(NS(=O)(=O)c1ccc2c(c1)oc(=O)n2C)c1ccccc1 (stereo not drawn)	12	-6	-3	26	-25	-1	-16	0.3	-4	-3
Cc1occc1C(=O)Nc1nnc(C(F)(F)F)s1	-9	-2	0	-4	-8	0	-18	0.0	-7	9
Cn1c(=O)c2cc(S(=O)(=O)NCCC(=O)Nc3ccccc3F)ccc2n(C)c1=O	-14	9	8	22	16	0	-10	-0.1	2	12
COc1ccc(NC(=O)CSc2nc(NS(=O)(=O)c3ccccc3)cc(=O)[nH]2)cc1	-7	-4	-4	27	2	10	-6	2.6	-2	4

The results go on:
SMILES	aSyn 5UTR inh	HSF1 inhib	IEC-6 cytotox	AI-2 QS mod	Platelet DG rel	HSP90 inh	KLF5 inhibitor	HIF act	HDAC3 inh	HSF-1 act
O=C(Nc1cccc(F)c1)/C(=C\c1cccnc1)NC(=O)c1cccs1	4	-8	-5	16	2	3	-25	0.0	-6	2
CC(C)(C=O)C1=CC(=O)c2ccccc2C1=O	·	·	6	·	·	8	-14	·	3	·
Cc1ccc(-n2nc(CN3CCOCC3)c(-c3ccccc3)c2N)cc1Cl	19	1	2	19	21	2	-5	0.8	-14	2
CCOC(=O)Cn1c(S(=O)(=O)Cc2ccc(Cl)cc2)nc(-c2ccccc2)c1-c1ccccc1	37	13	0	8	3	1	18	-0.1	-2	4
CC(=O)Nc1ccc(S(=O)(=O)NCC(=O)OCC(=O)N2CCCc3ccccc32)cc1	-9	1	2	11	4	1	-3	-0.1	0	-8
CSCCC(=O)N1C(C)CCCC1C(=O)O (stereo not drawn)	12	-24	6	23	-2	1	-42	0.2	0	-31
O=C(COc1ccc2ccccc2c1Br)NNC(=O)Nc1ccccc1	-2	2	6	11	9	1	-3	0.1	1	-2
O=C(COc1ccccc1Br)c1ccc2c(c1)OCO2	-30	10	·	3	-7	·	·	1.0	1	26
Cc1cc(C)c(S(=O)(=O)N2CCOCC2)cc1NS(=O)(=O)c1cc(OCC(N)=O)c(C)cc1Cl	-6	1	1	9	0	1	12	-1.4	6	14
COc1ccc(C(=O)NCC(=O)OCn2nnc3ccccc3c2=O)cc1OC	-4	-14	2	13	9	-3	0	-0.3	-1	-6
C/C(=N\NC(=O)c1ccc(C)cc1C)c1ccc(-n2ccnc2)cc1	-27	1	1	8	-14	-3	-95	0.0	1	37
C/C(CC(=O)Nc1ccccc1-c1ccccc1)=N\NC(=O)COc1ccc(C)cc1Br	-1	·	4	29	0	-1	-37	0.0	15	·
